# TR SRC2 fluor cs: Total Fluorescence Counterscreen for Inhibitors of the Interaction of Thyroid Hormone Receptor and Steroid Receptor Coregulator 2; TRb/SRC2 Texas Red total fluorescence interference; Potency, µM (top dose mostly 106 µM), inactives show at the top dose fluorescence change, negative = quenching; 280,000 compounds, 0.29% hits; active = well fitted curve in either direction with a large enough effect; inconclusive = small, poorly fitted or top-dose-only effect; also: % is scaled to controls: 0 for no effect and ±100 for the full control effect
#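 Flags fluorescent or light-absorbing compounds by total fluorescence, S + 2P, at 555 nm excitation and 632 nm emission. Mixture: 20 nM Texas Red SRC2 peptide, 0.6 uM human TRb LBD, 1 uM T3, 5% DMSO; compound exposure 5 h at ambient temperature.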
# TRb-SRC2 inh: qHTS for Inhibitors of the Interaction of Thyroid Hormone Receptor and Steroid Receptor Coregulator 2; Thyroid hormone receptor beta (Homo sapiens), P10828; TRbeta-SRC2 peptide binding, fluorescence polarization; receptor liganded with 1 µM T3; Potency, µM (doses to about 106 µM), without a hit: at the highest dose activity change, negative = inhibition, hits mostly inhibitors; 280,000 compounds, 0.065% hits;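 also: plate controls were bound peptide for no effect and peptide without receptor for full effect; nearly all actives have a fitted effect of over 50% in size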
# Target sequence (P10828 whole entry, looked up): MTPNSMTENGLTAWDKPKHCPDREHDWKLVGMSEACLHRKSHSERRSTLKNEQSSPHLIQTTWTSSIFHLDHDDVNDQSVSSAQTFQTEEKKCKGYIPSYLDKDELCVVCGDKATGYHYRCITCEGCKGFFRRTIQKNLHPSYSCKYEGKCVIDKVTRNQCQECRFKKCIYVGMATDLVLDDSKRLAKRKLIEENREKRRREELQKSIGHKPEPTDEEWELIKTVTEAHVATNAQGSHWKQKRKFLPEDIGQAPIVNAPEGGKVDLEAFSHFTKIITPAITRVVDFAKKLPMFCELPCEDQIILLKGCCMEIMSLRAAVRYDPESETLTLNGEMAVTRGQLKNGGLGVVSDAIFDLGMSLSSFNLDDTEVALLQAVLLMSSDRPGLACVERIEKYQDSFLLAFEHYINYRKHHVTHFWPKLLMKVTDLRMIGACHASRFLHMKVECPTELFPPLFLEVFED
#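 Read-out is fluorescence polarization (555 nm excitation, 632 nm emission) of a Texas Red SRC2 coactivator peptide; loss of signal reflects blocked binding to human TRb ligand-binding domain in the presence of 1 uM T3.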
# L3MBTL1 block: qHTS Assay for the Inhibitors of L3MBTL1; AID 485360, 2010; 230,000 compounds, 0.66% hits; AlphaScreen L3MBTL1–H3K9me1 peptide binding; Lethal(3)malignant brain tumor-like protein 1 (Homo sapiens), Q9Y468; Potency, µM (series often up to 57.1 µM), for inactives: top-dose activity, negative = inhibition, actives largely listed as inhibitors; also: % is scaled to controls: 0 for no effect and ±100 for the full control effect; nearly all actives have a fitted effect of over 60% in size
#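 Read-out is AlphaScreen signal from streptavidin donor and nickel chelate acceptor beads (10 ug/mL final each) bridging L3MBTL1 (50 nM) and biotinylated K9-monomethylated H3(1-15) peptide (75 nM), after 30 min compound exposure at room temperature.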
# Tau fibril ThT: qHTS for Inhibitors of Tau Fibril Formation, Thioflavin T Binding. Microtubule-associated protein tau (Homo sapiens), P10636. recombinant tau K18 P301L, heparin-induced fibrillization, ThT fluorescence. Potency, µM (highest dose often 57.4 µM), for inactives: at the top dose activity, negative = inhibition, hits mostly inhibitors. 270,000 compounds, 2.1% hits. AID 1460, 2008; also: % is scaled to controls: 0 for no effect and ±100 for the full control effect; nearly all actives have a fitted effect of over 55% in size
# Target sequence (P10636 561-689 P618L limits assumed): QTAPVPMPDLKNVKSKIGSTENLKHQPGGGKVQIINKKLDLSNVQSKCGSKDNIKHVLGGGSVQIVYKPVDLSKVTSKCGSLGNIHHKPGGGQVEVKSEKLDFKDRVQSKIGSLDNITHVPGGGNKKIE
#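 Using a mix of unlabeled (15 uM) and Alexa 594-labeled (0.24 uM) tau K18 P301L, heparin-triggered fibrillization over 6 hr at 37 C was scored by ThT fluorescence.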
# Tau FP inhib: qHTS for Inhibitors of Tau Fibril Formation, Fluorescence Polarization; K18 P301L tau heparin fibrillization, Alexa594 FP, 6 h; 280,000 compounds, 0.39% hits; Potency, µM (doses to about 57.7 µM), inactives show top-dose activity, negative = inhibition, hits mostly inhibitors; Microtubule-associated protein tau (Homo sapiens), P10636; AID 1468, 2008; also: % is scaled to controls: 0 for no effect and ±100 for the full control effect; nearly all actives have a fitted effect of over 55% in size
#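 Read-out: fluorescence polarization of Alexa 594-labeled tau (0.24 uM), 555 nm excitation, 632 nm emission. Mixtures held 15 uM unlabeled K18 P301L, compound and 20 uM heparin, pH 7 acetate buffer, incubated 6 hr at 37 C.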
# RECQ1 helicase: qHTS Assay for Inhibitors of RecQ-Like Dna Helicase 1 (RECQ1). ATP-dependent DNA helicase Q1 (Homo sapiens), P46063. RECQ1 DNA unwinding, red fluorescence kinetic read. Potency, µM (top dose mostly 57.3 µM), for the others: at the top dose activity, negative = inhibition, actives largely listed as inhibitors. 240,000 compounds, 0.54% hits. AID 2549, 2010;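 also: plate controls were vehicle for no effect and no enzyme for full effect; nearly all actives have a fitted effect of over 30% in size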
#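 RECQ1T1 50 nM; forked duplex (20 bp + 30-nt ss tails) 200 nM, ATP 2 mM final; pH 8.0, 2 mM MgCl2, 2.5 ug/ml poly(dI-dC); 15 min compound preincubation; discontinuous kinetic read over 2 h at RT.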
# Tau fluor counter: Counterscreen qHTS for Inhibitors of Tau Fibril Formation, Fluorescence Polarization; Potency, µM (doses to about 57.7 µM), for the others: at the highest dose activity change, negative = decrease; AID 1463, 2008; tau K18 P301L (four-repeat tau fragment) Alexa594 fluorescence, heparin fibrillization; 280,000 compounds, 0.93% hits; also: % is scaled to controls: 0 for no effect and ±100 for the full control effect; nearly all actives have a fitted effect of over 55% in size
#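 Human K18 P301L tau (15 uM unlabeled plus 0.24 uM Alexa 594-labeled, final) in 100 mM sodium acetate pH 7 was mixed with compound and 20 uM heparin and incubated 6 hr at 37 C.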
# HTT cytoprotect: qHTS Multiplex Assay to Identify Dual Action Probes in a Cell Model of Huntington: Cytoprotection (ATP). AID 1471, 2008. 230,000 compounds, 0.14% hits. Potency, µM (highest dose often 56.4 µM), without a hit: cytoprotection (ATP increase), usual class: activators. PC12 HTT-Q103 induced, cytoprotection, ATP luminescence, 40 h;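 also: % of control where 0% means no effect; nearly all actives have a fitted effect of over 45% in size; toxic huntingtin expression switched on by the ecdysone agonist tebufenozide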
#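 Stable PC12 Q103-GFP cells in serum-supplemented, phenol red-free DMEM; induction by tebufenozide at 100 nM final; compound dose series; cell viability quantified luminescently from ATP.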
# Active calls of the source: *; i = inactive; ? = inconclusive; nt = no result given; & = joins results of further samples; [ ] = dose if it differs, or a comment. Unless noted, calls follow the shape of the dose curve; as a rule, active = well fitted curve in the direction sought with a large enough effect; inconclusive = small, poorly fitted or top-dose-only effect, or another doubt; inactive = no such curve, though single readings can be large; an effect the other way counts as inactive or inconclusive. Potency is read from the fitted curve at half-maximal effect. Some of the compounds tested. The share of hits here may be higher or lower than overall.
SMILES,TR SRC2 fluor cs,TRb-SRC2 inh,L3MBTL1 block,Tau fibril ThT,Tau FP inhib,RECQ1 helicase,Tau fluor counter,HTT cytoprotect
COc1ccc(CNC(=O)NC2CCCCC2)cc1,-3%,-7%,6%,-2%,-6%,-4%,-4%,-25%
O=C(O)c1ccc(NC(=O)c2cccs2)cc1,-3%,-4%,9%,1%,1%,1%,1%,25%[10 µM]
COC(=O)N1C2CC3(C)C=C(C)OC1(C)C3c1ccccc12 (stereo unspecified),-1%[11.2 µM],-2%[11.2 µM],nt,-8%[11.5 µM],-4%[11.6 µM],i[11.5 µM],-11%[11.6 µM],9%[10 µM]
CCOC(=O)C1(CCOc2ccccc2)CCN(Cc2ccc(C)o2)CC1,-2%[53 µM],-4%[53 µM],-31%,8%,-3%,i,3%,24%[10 µM]
CCc1ccc(CN(C)C(=O)CCc2nnc(-c3ccc(-c4ccccc4)cc3)o2)nc1,-4%,-8%,-8%,?,13%,-6%,5%,-47%[inhibitor]
CC1(C)C2C(Cl)(Cl)C2(C)c2ccccc2N1C=O (stereo unspecified),0%,10%,0%,-3%,2%,2%,0%,8%[10 µM]
COc1ccc2ccc(Oc3ncccn3)cc2c1,-4%,-2%,nt,-12%,0%,-8%,-6%,-19%
CCOc1ccc(CCNC(=O)CN2N=C(c3ccccc3)CCC2=O)cc1OCC,-3%,6%,nt,-8%,1%,nt,-16%,nt
COc1cc(C2c3c(oc4ccccc4c3=O)C(=O)N2c2nnc(C(C)C)s2)cc(OC)c1OC (stereo unspecified),-17%,3%,nt,-3%,-3%,nt,-1%,nt
COCCNC(=O)c1cc2c(Cl)nc3ccc(C)cc3c2s1,0%,-1%,nt,5%,3%,nt,-6%,nt
CCOc1ccc(-n2c(N)c(C(=O)NCc3ccco3)sc2=S)cc1,1%,-8%,-1%,-10%,-3%,-12%,-21%,-10%
OC[C@H]1O[C@@H]2O[C@H]3[C@H](O)[C@@H](O)[C@@H](O[C@H]4[C@H](O)[C@@H](O)[C@@H](O[C@H]5[C@H](O)[C@@H](O)[C@@H](O[C@H]6[C@H](O)[C@@H](O)[C@@H](O[C@H]7[C@H](O)[C@@H](O)[C@@H](O[C@H]8[C@H](O)[C@@H](O)[C@@H](O[C@H]1[C@H](O)[C@H]2O)O[C@@H]8CO)O[C@@H]7CO)O[C@@H]6CO)O[C@@H]5CO)O[C@@H]4CO)O[C@@H]3CO,-2%,-1%,nt,nt,nt,-4%,nt,-8%
Cc1ccc(NC(=O)CN2C(=O)CSc3ccc(S(=O)(=O)N(C)C)cc32)cc1C,0%,-7%,nt,12%,3%,nt,-8%,nt
O=c1[nH]c2ccc(S(=O)(=O)N3CCN(Cc4ccccc4)CC3)cc2[nH]c1=O,-3%,-1%,0%,-6%,-4%,0%,-5%,-1%
O=C(O)/C=C/C(=O)NC1CCC(CC2CCC(NC(=O)/C=C/C(=O)O)CC2)CC1 (stereo unspecified),-2%,-3%,14%,-12%,7%,-5%,-5%,-2%[10 µM]
CC1CCN(S(=O)(=O)N2CCC(C(=O)O)CC2)CC1,1%,5%,8%,4%,8%,9%,1%,-2%[10 µM]
CC(C)CC(=O)Nc1ccc(C(=O)Nc2cccc(O)c2)cc1,-3%,-5%,1%,-1%,2%,i,-3%,-75%[inhibitor]
O=C(Nc1cc(C(F)(F)F)ccc1N1CCOCC1)c1ccccc1,0%,-7%,nt,-3%,-1%,-10%,-13%,-9%
O=C(COC(=O)c1cc2c(s1)CCC2)Nc1ccc(F)cc1,-8%,6%,14µM*,-14%,-4%,22µM*,-30%,nt
Cn1c(Cn2c(=O)sc3ccccc32)nnc1SCC(=O)NCc1ccccc1Cl,-5%,7%,?,7%,13%,4%,10%,20%[10 µM]
COC(=O)c1nnn(CC(=O)NC(=O)Nc2ccc(F)cc2)c1C(=O)OC,-1%&-4%,1%&3%,4%,-1%&-3%,-8%&-3%,7%,-11%&-8%,nt
O=C(c1ccc2c3c(cccc13)CC2)C1CCCN(C(=O)c2ccc(=O)[nH]c2)C1 (stereo unspecified),2%,-14%,-7%,?,-9%,-13%,-19%,-14%[10 µM]
COc1ccc(N=c2sc3ccccc3n2C)cc1,-2%,-10%,nt,?,11%,i,?,-5%
CN(C)NC(=O)c1ccsc1NC(=O)c1ccc(S(=O)(=O)N(C)C)cc1,-4%,-5%,20%,-8%,-17%,i,-9%,-8%[10 µM]
CCc1nnc(NC(=O)CSc2nnc(COc3ccccc3)n2Cc2ccccc2)s1,-2%,-7%,3%,-3%,-1%,-2%,1%,-1%[10 µM]
CCc1ccc(NC(=O)Cn2c(=O)n(CCCC(=O)NCc3ccccc3OC)c(=O)c3ccccc32)cc1,-3%,14%,nt,5%,?,nt,-8%,nt
CCCCCn1ccc(=O)c2c(C(F)(F)F)nccc21,-2%,-15%,-5%,-13%,?,0%,-3%,22%[10 µM]
COCCNC(=O)NC(=O)COC(=O)c1cc([N+](=O)[O-])ccc1Sc1nc(C)cs1,2%,-2%,-5%,-17%,3%,0%,-13%,0%
Cn1c(Cc2cccc3ccccc23)nnc1SCC(=O)N1CCN(c2cccc(Cl)c2)CC1,-1%,-8%,nt,?,13%,-5%,-15%,-32%
CCC(=O)NCCc1nc2cc(NC(=O)c3cccc(Br)c3)ccc2n1C,?,-3%,nt,-9%,-9%,nt,-1%,nt
O=C(CNC(=O)Cc1ccccc1)NCC(=O)OCC(=O)c1ccc(F)cc1,-3%,-9%,-10%[11.4 µM],16%,-5%,-2%,4%,9%
COC(=O)c1ccc(OC)c(Cn2c(=O)n(Cc3ccccc3)c(=O)c3c2c2cc(OC)ccc2n3C)c1,0%,-4%,nt,-5%,-7%,nt,-11%,nt
O=C(O)C1CCN(S(=O)(=O)N2CCOCC2)CC1,1%,-5%,6%,-5%,-5%,-8%,-9%,3%
Cc1ccc(Nc2nc(C)cc(C)n2)c(Br)c1,-1%,-6%,19%,-14%,-3%,7%,-10%,3%
Cc1nonc1C(=O)N/N=C/c1ccccc1,-1%,9%,-2%,-8%,4%,i,-12%,18%[10 µM]
COc1ccc(OCC(=O)O/N=C(\N)c2ccc(OC)c(OC)c2)cc1,0%,4%,5%,?,-4%,-12%,-25%,5%[10 µM]
Cc1ccc2c(c1)C1CN(C)CCC1N2C(=O)COc1ccc(N(C)S(=O)(=O)c2cccs2)cc1 (stereo unspecified),-3%,2%,-4%,-10%,6%,-4%,-19%,29%[10 µM]
CCCNC(=O)c1c2c(nc3ccccc13)C(=O)N(C1CCCCC1)C2,-1%,-9%,nt,0%,-7%,nt,-4%,nt
O=C(Nc1nnc(-c2ccc3c(c2)CCCC3)o1)c1ccc(Cl)cc1Cl,-1%,2%,13%,?,-6%,-2%,-21%,14%[10 µM]
CC(=O)c1ccc(N2CCN(c3ncnc4onc(-c5ccc(Cl)cc5)c34)CC2)cc1,-3%,10%,nt,-8%,-3%,nt,-16%,nt
CC(C)(C)c1ccccc1OCCCCCNCCO,-6%,-3%,2%,-3%,-1%,i,-8%,-15%[10 µM]
CCCc1nnc(NC(=O)c2nc(SCC)ncc2Cl)s1,-27%,4%,nt,-7%,-1%,nt,-8%,nt
CCCCN(CC)CCCNC(=O)Cn1nc(Cc2cccnc2)c2ccccc2c1=O,2%,2%,nt,-2%,?,0%,2%,-8%
Cn1c(/C(C#N)=C/c2ccc(C(F)(F)F)cc2)nc2ccccc21,3%,-3%,nt,?,4%,nt,-7%,nt
Cc1ccc(S(=O)(=O)NCc2ccco2)c(C)c1C,-7%,-2%,-6%,-13%,-1%,i,-9%,-2%
O=C(CCCCn1c(=O)[nH]c2ccccc2c1=O)NCCc1c[nH]c2ccccc12,-2%,8%,0%,-8%,3%,i,-18%,0%
CCCCCCCCCCCCCCCC[n+]1cccc(C(=O)N(CC)CC)c1,6%,0%,16%,-2%,-1%,3%,-3%,-99%[inhibitor][10 µM]
O=c1c2ccccc2nnn1CCO,-1%,-8%,-1%,-1%,-6%,10%,7%,12%[10 µM]
COc1cc(/C=N/NC(=O)C[n+]2ccccc2)cc(OC)c1OC(C)=O,2%,4%,9%,-3%,1%,-13%,-2%,14%[10 µM]
CC(C)CN(CC(C)C)c1nnc(NC(=O)Cn2c(=O)oc3ccccc32)s1,-2%,-16%,nt,-7%,2%,-8%,-17%,-2%
CCC(=O)Nc1cnc(NC(=O)c2cccc(F)c2)cc1C,-4%,-4%,0%,4%,5%,-1%,4%,0%[10 µM]
COc1ccc(N(CC(=O)N2CCC(C)CC2)S(=O)(=O)c2c(C)nn(C)c2C)cc1,-3%,-2%,3%,3%,4%,-6%,2%,-13%
N/C(CSc1ccc(Cl)cc1)=N\S(=O)(=O)c1ccc(Cl)cc1,1%,6%,4%,-7%,-19%,-5%,-28%,0%[10 µM]
CC(C)(C)c1ccc(C(=O)Nc2ccc(-c3nc4cc(Cl)ccc4o3)cc2)cc1,2%,7%,nt,-3%,3%,nt,7%,nt
Cc1ccc2cn[nH]c2c1N,-2%,-10%,-18%,?,5%,-17%,-18%,13%

# 2 records drawn at random from the list so far:
SMILES,TR SRC2 fluor cs,TRb-SRC2 inh,L3MBTL1 block,Tau fibril ThT,Tau FP inhib,RECQ1 helicase,Tau fluor counter,HTT cytoprotect
CCC(=O)Nc1cnc(NC(=O)c2cccc(F)c2)cc1C,-4%,-4%,0%,4%,5%,-1%,4%,0%[10 µM]
COc1cc(/C=N/NC(=O)C[n+]2ccccc2)cc(OC)c1OC(C)=O,2%,4%,9%,-3%,1%,-13%,-2%,14%[10 µM]

# Source: PubChem BioAssay
